Casp6 inh = blocks human caspase-6 cleavage activity. P55212. purified caspase-6, Z-VEID-R110 cleavage fluorescence. inhibition, % at 12.5 µM. 350,000 tested, 0.53% active. AID 686996;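 active = mean inhibition across replicates at least about 35%, with every replicate also reaching that limit, limit read from the data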;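 also: 0% = median of neutral control wells and 100% = no fluorescence left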
Target sequence (P55212 24-179 limits assumed): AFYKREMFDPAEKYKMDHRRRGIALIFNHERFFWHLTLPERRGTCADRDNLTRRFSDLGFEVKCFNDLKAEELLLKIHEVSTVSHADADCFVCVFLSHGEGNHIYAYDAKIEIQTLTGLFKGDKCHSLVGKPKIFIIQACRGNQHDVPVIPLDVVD
Target sequence (P55212 194-293 limits assumed): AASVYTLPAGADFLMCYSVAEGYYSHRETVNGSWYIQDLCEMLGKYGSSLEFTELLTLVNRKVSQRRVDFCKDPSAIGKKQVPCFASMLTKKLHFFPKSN
PAX8 reporter = inhibitors of PAX8 transcriptional activity in RMG-I cells. 360,000 tested, 1.2% active. AID 652154. RMG-I TPO-luciferase reporter, SteadyGlo, 24 h. inhibition, % at 12.6 µM;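 active = mean replicate inhibition at least 60% with every replicate also reaching 60%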;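 also: luciferase light reporting Pax8 driven TPO promoter activity; plate controls were median of neutral control wells for no effect and mitoxantrone controls for full effect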
LGR2 inh = Drosophila LGR2 receptor signaling inhibition; HEK293 LGR2, CRE-luciferase, bursicon-stimulated, 4 h; inhibition, % at 9.99 µM; 380,000 tested, 0.35% active; AID 720647;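 active = drop in luminescence signal, shown as inhibition above about 50% in the replicate tests, limit read from the data, passing the limit was not always enough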;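 also: agonist challenge used bursicon conditioned medium at about half maximal strength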
FN deposition inh = fibronectin deposition inhibition. AH1F fibroblasts, Alexa488-fibronectin deposition fluorescence, overnight. inhibition, % at 12.6 µM. 350,000 tested, 0.086% active;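 active = mean inhibition across replicates of 30% or more, regardless of how many single replicates reach that level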;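 also: positive control wells lacked labelled fibronectin entirely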
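material = AH1F fibroblast monolayer depositing Alexa488-labelled fibronectin into matrix | amount = 10000 AH1F cells/well | buffer or medium = DMEM plus 2% serum, read in PBS | incubation = 1 h cell adhesion before compound, then overnight fibronectin incubation | detection = fluorescence at 485 nm excitation, 525 nm emission | evaluation = percent inhibition as loss of matrix-bound fibronectin fluorescence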
Cneo AK release = Cryptococcus neoformans lysis via adenylate kinase release; C. neoformans lysis, adenylate kinase release luminescence, 4 h; normalised: neutral wells 0, clomiphene wells 100; lysis activity, % at 15 µM; 360,000 tested, 0.2% active;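 active = mean lysis activity across replicates of at least 80%, whatever share of replicates individually reach that level; inactive = mean lysis activity below 80%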
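Material – Cryptococcus neoformans yeast cells · Quantity – 5 × 10^6 yeast cells/mL · Buffer or medium – YPD medium · Compound – single dose · Timing – 4 h static compound exposure, 37 °C, read 1 h post-reagent · Signal – adenylate kinase release luminescence · Read-out basis – lysis from increased AK signal · Benchmarks – Clomiphene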
PGC1a acetyl inh = PGC1a acetylation modulation, inhibitor mode | U2OS PGC1a acetylation, AlphaScreen anti-acetyl-lysine; with virally co-expressed GCN5 acetyltransferase | 350,000 tested, 0.17% active | AID 651687 | inhibition, % at 15.6 µM;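 active = every replicate shows inhibition of at least 40%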;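 also: 0% = neutral control wells and 100% = positive control wells; some results beyond the cut were filed as inactive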
miR-122 sensor = inhibitors of miR-122 in Huh7 cells. AID 602342. 340,000 tested, 0.3% active. activation (reporter increase), % at 12.5 µM. Huh7 miR-122 Renilla luciferase sensor, 48 h; neutral wells = 0, positive control = 100;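 active = mean replicate activation score at least 90 and every replicate individually at or above 90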;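 also: higher luciferase means less miR-122 activity so hits act as miR-122 inhibitors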
EWS-Fli inh = inhibitors of EWS/Fli oncoprotein transcriptional activity; A673 NR0B1-luciferase reporter, viability-normalised; inhibition, % at 12.6 µM; 350,000 tested, 0.67% active; AID 651661;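 active = mean inhibition of at least 50% after viability correction, with every replicate also passing that limit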;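 also: firefly luciferase signal divided by Alamar Blue viability fluorescence both relative to DMSO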
Starred values were filed as active, the others as inactive; x = no result given; [ ] = dose if it differs, or a comment.

Results follow in this order: Casp6 inh | PAX8 reporter | LGR2 inh | FN deposition inh | Cneo AK release | PGC1a acetyl inh | miR-122 sensor | EWS-Fli inh
1	COc1ccc(S(=O)(=O)N2CCN(c3ccc(C)cc3C)CC2)cc1OC
→ -1 | -2 | -9 | -6 | 0 | -2 | 11 | 11
2	COc1ccc(C2N3CC4(C)CN2CC(C)(C3)C4=O)cc1OC (stereo unspecified)
→ 0 | -2 | 7 | 3 | 2 | 2 | 0 | -5
3	C[C@H](CO)N1C[C@H](C)[C@H](CN(C)S(=O)(=O)c2ccc(C(F)(F)F)cc2)OCc2ccccc2-c2ccccc2C1=O
→ 0 | 58 | -6 | -9 | -2 | 7 | x | 1
4	COc1cccc(NC(=O)[C@H](C)NC(=O)C2CCN(S(=O)(=O)c3ccc(C)cc3)CC2)c1
→ -1 | -3 | -4 | 5 | x | 17 | x | 0
5	COc1ccc(CCNC(=O)C2CCN(C(=O)NC3CCCCC3)CC2)cc1
→ x | -11 | x | 7 | 1 | -14 | -1 | x
6	CCN1CCCC1CNC(=O)C(=O)NC (stereo unspecified)
→ -4 | 7 | -3 | 0 | 1 | 0 | -7 | 0
7	COCCCNC(=S)N/N=C/c1ccccc1O
→ -2 | -72 | -31 | 6 | x | -3 | 2 | -5
8	C[C@H]1CN([C@@H](C)CO)C(=O)c2cc(-c3ccccc3)cnc2O[C@@H]1CN(C)Cc1ccccn1
→ -1 | 1 | -22 | 4 | 0 | -5 | 9[16.7 µM] | -10
9	Cc1ccc(S(=O)(=O)N2CCCC(C(=O)NCC(C)C)C2)cc1 (stereo unspecified)
→ 0 | -5 | -3 | -15 | x | 11 | x | 2
10	COc1ccc(-c2cc(CN3C(=O)c4ccccc4C3=O)on2)cc1
→ x | x | 7 | x | 3 | -1 | -5 | 3
11	Fc1cccc(Cl)c1CSc1nnc(CNc2ccccc2)o1
→ -5 | -11 | -48 | 3 | x | x | x | -5
12	CC(C)CCNC(=O)C1CCN(C(=O)N(C)C)CC1
→ 2 | x | -5 | x | 2 | x | -2 | 0
13	O=C(N/N=C/c1cccc(OCC(=O)N2CCCC2)c1)C(=O)Nc1ccccc1F
→ 2 | -4 | -10 | 10 | -2 | x | 17 | 3
14	O=C(N/N=C/c1ccccn1)c1cccc(NC(=O)c2ccc(Cl)cc2)c1
→ 1 | 14 | 1 | 7 | 3 | 1 | -10 | 15
15	O=C(C1CC(=O)N(c2ccccc2)C1)N1CCN(c2ccccc2)CC1 (stereo unspecified)
→ 3 | -3 | 12 | x | -1 | x | -7 | 4
16	CCOCc1c(C(=O)N2CCN(CCOc3ccc(Cl)cc3)CC2)oc2ccccc12
→ 4 | 35 | -10 | -6 | -1 | -9 | -4 | 29
17	O=C(CN1CCCCC1)N/N=C/c1cccc(Cl)c1
→ -4 | 5 | -6 | -2 | -1 | 11 | -4 | -5
18	Cn1c2ccccc2c2cc(/C=N/NC(=O)c3cc(O)cc(O)c3)ccc21
→ 5 | x | 18 | 2 | -3 | x | 6 | -18
19	C[C@@H]1CN([C@H](C)CO)C(=O)c2cc(NC(=O)CCC(F)(F)F)ccc2O[C@H]1CN(C)S(=O)(=O)c1ccc(F)cc1
→ -1 | -22 | 4 | 15 | -4 | 4 | 2[16.7 µM] | -4
20	Cc1ccnc2nc(C(=O)OCCOc3ccccc3)nn12
→ 1 | x | x | x | -1 | -12 | -3 | x

Overlap with the part before: 4 compounds, then new ones.
Results follow in this order: Casp6 inh | PAX8 reporter | LGR2 inh | FN deposition inh | Cneo AK release | PGC1a acetyl inh | miR-122 sensor | EWS-Fli inh
17	O=C(CN1CCCCC1)N/N=C/c1cccc(Cl)c1
→ -4 | 5 | -6 | -2 | -1 | 11 | -4 | -5
18	Cn1c2ccccc2c2cc(/C=N/NC(=O)c3cc(O)cc(O)c3)ccc21
→ 5 | x | 18 | 2 | -3 | x | 6 | -18
19	C[C@@H]1CN([C@H](C)CO)C(=O)c2cc(NC(=O)CCC(F)(F)F)ccc2O[C@H]1CN(C)S(=O)(=O)c1ccc(F)cc1
→ -1 | -22 | 4 | 15 | -4 | 4 | 2[16.7 µM] | -4
20	Cc1ccnc2nc(C(=O)OCCOc3ccccc3)nn12
→ 1 | x | x | x | -1 | -12 | -3 | x
21	CC(=O)[C@H]1[C@H]([C@H](O)[C@H](O)CO)O[C@](O)(C(=O)O)C[C@@H]1O
→ -2 | x | -12 | x | 2 | 9 | -13 | 6
22	N#Cc1ccc(-c2csc(NC(=O)c3cc(-c4cccs4)nc4ccccc34)n2)cc1
→ -6 | -2 | -8 | 2 | 1 | 1 | 10 | -2
23	Cc1cccc(C)c1-n1nnnc1C(c1ccnc2ccccc12)N1CCCC1 (stereo unspecified)
→ -4 | -15 | 17 | 3 | x | x | x | 4
24	O=[N+]([O-])/C(C(Cl)=C(Cl)Cl)=C(/Sc1ccccc1)N1CCCCC1
→ -1 | 29 | x | 6 | x | x | x | 12
25	Clc1ccc(SCc2cn3ccccc3n2)cc1
→ 2 | -187 | -40 | -4 | x | 6 | -2 | -102
26	Cn1nc(C(F)(F)F)c(CO)c1Sc1ccc(F)cc1
→ -2 | 22 | 0 | 0 | x | 15 | x | -1
27	Cc1cccc(OCCC(=O)NNC(=O)c2ccoc2C)c1
→ 3 | -4 | -6 | 7 | 0 | 3 | -9 | 2
28	CCOC(=O)c1c(NC(NC(C)=O)C(Cl)(Cl)Cl)sc2c1CCCC2 (stereo unspecified)
→ 1 | -16 | 20 | -3 | x | x | x | 0
29	Cc1ccc2nc3n(c(=O)c2c1)-c1ccccc1C(=O)NC3Cc1ccccc1 (stereo unspecified)
→ -2 | 9 | 8 | -10 | x | x | x | 2
30	CC(=O)c1cccc(-c2ccnc3c2CC(C(=O)NCC2CCOCC2)O3)c1 (stereo unspecified)
→ 0 | 36 | -7 | 0 | 0 | x | 6 | 66*
31	O=C1CSc2ccc(C(=O)NCC(c3ccco3)N3CCCCC3)cc2N1 (stereo unspecified)
→ 4 | 15 | 9 | -6 | x | -8 | x | 7
32	CCN1[C@@H]2Cn3c(ccc(C4=CCCC4)c3=O)[C@H]1[C@@H](C(=O)N1CCc3ccccc3C1)[C@@H]2CO
→ 3 | -4 | -6 | x | 47 | x | -1[16.7 µM] | -6
33	CCN(CC)S(=O)(=O)c1ccc(S(=O)(=O)N(Cc2ccccn2)Cc2ccco2)cc1
→ 8 | x | 4 | x | 4 | 25 | 13 | 12
34	O=[N+]([O-])c1ccc(N2N=C(c3ccccc3)CC2c2ccccc2O)cc1 (stereo unspecified)
→ -2 | 7 | -8 | -5 | x | x | x | 16
35	C=CCn1c(SCC(=O)c2ccc(OC)cc2)nnc1-c1ccc2c(c1)OCO2
→ -2 | 8 | x | -8 | x | x | x | -7
36	CC(=O)Nc1ccc(NC(=O)C(C)OC(=O)c2ccccc2C(=O)c2ccc(Cl)c([N+](=O)[O-])c2)cc1 (stereo unspecified)
→ 1 | -23 | 34 | 9 | 3 | 12 | -4 | 29
37	COc1cc(C(=O)Nc2cccc(S(=O)(=O)NCc3ccco3)c2)cc(OC)c1OC
→ 5 | 5 | 4 | 9 | -2 | x | x | 11
38	CC(C)CNC(=S)N1CCC(NC(=O)C23CC4CC(CC(C4)C2)C3)CC1
→ x | -11 | x | -5 | -15 | 0 | -1 | x
39	O=C(/C=C/c1ccc(OCCCF)cc1)NCc1ccc(Cl)cc1
→ x | x | -14 | x | 4 | -2 | -4 | x
40	COc1cc(N(Cc2ccccc2)Cc2ccccc2)c2ncn(C(C)C)c2c1
→ 0 | 9 | -2 | 0 | 1 | -7 | -4 | 5

(next part)
Results follow in this order: Casp6 inh | PAX8 reporter | LGR2 inh | FN deposition inh | Cneo AK release | PGC1a acetyl inh | miR-122 sensor | EWS-Fli inh
41	OCCC#Cc1c(-c2ccsc2)sc2ccccc12
→ 3 | 2 | -21 | -2 | 10 | x | x | 5
42	COc1cc(C=NNC(=O)C(=O)Nc2cccc(Cl)c2)cc(OC)c1O
→ x | -66 | -63 | 5 | 1 | x | x | -48
43	O=C(CC(F)(F)F)N1C[C@H]2[C@@H](c3ccccc31)[C@H](CO)N2C(=O)CN1CCOCC1
→ 1 | 3 | 3 | x | 0 | 2 | 4[16.7 µM] | 0
44	O=C(c1ccccn1)N1CC2(C1)[C@H](c1ccccc1)[C@H](CO)N2C(=O)C1CC1
→ -1 | -1 | -6 | -1 | x | 2 | x | -3
45	C[C@H](CO)N1C[C@H](C)[C@@H](CN(C)C)Oc2ccc(NC(=O)Nc3ccc4c(c3)OCO4)cc2CC1=O
→ 4 | -11 | -15 | x | 0 | -1 | 3[16.7 µM] | 10
46	Cc1ncc(CN2CCCC(CCC(=O)NCc3ccc(F)c(F)c3)C2)s1 (stereo unspecified)
→ -4 | 7 | -38 | -5 | x | x | x | 4
47	COc1ccc(N2CCN(S(=O)(=O)c3c(C)nc4sccn4c3=O)CC2)cc1
→ 0 | -13 | -20 | 2 | 0 | -3 | -3 | 1
48	O=C1c2ccccc2CCC12OC2c1ccc([N+](=O)[O-])cc1 (stereo unspecified)
→ -1 | -13 | 16 | 2 | x | x | x | -14
49	CN1C(=O)c2cc(NC(=O)C3CCC3)ccc2OC[C@H]2O[C@H](CC(=O)NCc3ccccc3F)CC[C@H]21
→ 1 | 4 | -17 | -1 | x | x | x | 1
50	O=C(N[C@@H]1CC[C@H](CCNS(=O)(=O)c2ccccc2Cl)O[C@@H]1CO)c1ccccc1
→ -2 | 1 | 15 | x | 0 | -5 | x | 5
51	Cc1ccc(NC(=O)c2ccc3nc[nH]c3c2)c(O)c1
→ 5 | -43 | -45 | 0 | -9 | 5 | 5 | -42
52	Nc1ccn(CC(=O)NCc2ccc3c(c2)OCO3)c(=O)n1
→ -2 | -18 | -4 | 10 | 1 | x | -4 | -3
53	CCOc1cccc2cc(C(=O)NC(C)c3ccccc3)c(=N)oc12 (stereo unspecified)
→ 1 | -1 | -22 | -3 | 6 | x | x | -15
54	O=C(/C=C(\Nc1cc(Cl)c(Cl)c(Cl)c1)c1ccccc1)c1ccccc1
→ 1 | 18 | -113 | -19 | x | x | x | -19
55	CCOC(=O)c1sc(NC(=O)C(C)Sc2nnc(N)s2)nc1C (stereo unspecified)
→ x | -6 | 13 | 10 | x | x | x | 3
56	C[C@H](CO)N1C[C@H](C)[C@@H](CN(C)C(=O)NC2CCCCC2)Oc2ccc(NS(=O)(=O)c3ccc(Cl)cc3)cc2CC1=O
→ 0 | 19 | -12 | 2 | 0 | 2 | 0[16.7 µM] | -33
57	Cc1ccc(-n2nc3c(=O)n(C(C)C(=O)NCc4ccc(Cl)cc4)nc(C)c3c2C)cc1 (stereo unspecified)
→ 6 | 53 | 11 | 18 | 0 | x | -9 | x
58	O=C(COC(=O)C1=COCCO1)NCc1ccc(F)cc1
→ 1 | 17 | 4 | 0 | 2 | x | x | 5
59	CCCc1cc(=O)oc2cc(C)cc(OC(C)C(=O)NCCCN3CCOCC3)c12 (stereo unspecified)
→ -4 | -1 | 3 | -2 | -12 | -23 | -5 | 2
60	O=C(CN1C(=O)NC2(CCCC2)C1=O)Nc1ccc(Cl)c(C(F)(F)F)c1
→ 2 | 1 | -4 | 8 | 5 | 2 | -2 | 9
61	Cc1cc(C)nc(Sc2ccc(/C=C(\C#N)C(N)=O)o2)n1
→ 1 | 39 | -8 | 4 | 0 | x | 18 | 7
62	O=C(Cc1ccccc1)NC(NC(=O)Cc1ccccc1)c1cccc([N+](=O)[O-])c1
→ 2 | 4 | 0 | 0 | x | x | x | 0
63	O=C(C[C@H]1CC[C@@H](NC(=O)C2CC2)[C@H](CO)O1)Nc1nccs1
→ 5 | -3 | 15 | -5 | 1 | -6 | x | -9

Screening data (PubChem)
